# NPYLR7 ag: mosquito NPYLR7 agonism; HEK293T NPYLR7/Galpha15, GCaMP6s calcium fluorescence; actives 0.15% (n = 270,000); activation, % at 10 µM; in the data active = activation above about 40%;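 note: 0% = vehicle and 100% = reference agonist at the receptor; some compounds past the cut are filed as inactive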
# mcGAS inh: blocks mouse cGAS activity. actives 0.15% (n = 160,000). inhibition, % at 12.5 µM. Q8C6L5. recombinant cGAS, Kinase-Glo ATP depletion luminescence;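 note: 0% = negative control wells and 100% = reference inhibitor with no enzyme activity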
# hcGAS lum: human cGAS inhibition; Q8N884; recombinant h-cGAS, ATP depletion, Kinase-Glo luminescence; inhibition, % at 12.5 µM; actives 0.081% (n = 290,000);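 note: 0% = vehicle reaction and 100% = reaction without DNA for no activity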
# Target sequence (Q8N884 whole entry, looked up): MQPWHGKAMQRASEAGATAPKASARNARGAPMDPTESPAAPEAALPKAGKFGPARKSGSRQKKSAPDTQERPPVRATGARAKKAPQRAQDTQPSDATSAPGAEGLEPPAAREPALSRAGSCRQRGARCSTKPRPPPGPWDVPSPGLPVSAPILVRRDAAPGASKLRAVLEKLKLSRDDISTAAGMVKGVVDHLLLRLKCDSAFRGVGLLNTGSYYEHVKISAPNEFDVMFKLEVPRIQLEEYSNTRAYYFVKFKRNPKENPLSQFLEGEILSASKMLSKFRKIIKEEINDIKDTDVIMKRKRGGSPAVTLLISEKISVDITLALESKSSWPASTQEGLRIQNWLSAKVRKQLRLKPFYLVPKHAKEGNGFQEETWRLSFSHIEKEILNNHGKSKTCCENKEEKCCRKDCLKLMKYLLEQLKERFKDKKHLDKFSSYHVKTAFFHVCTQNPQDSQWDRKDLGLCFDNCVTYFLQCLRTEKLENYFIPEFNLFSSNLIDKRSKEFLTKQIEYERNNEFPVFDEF
# Active calls of the source: *; / = not tested or not shown; & = joins results of further samples. Cut-off read from the data, not from the text of the source, unless noted: active = inhibition above about 40%; inactive = the rest.
# Order of values: NPYLR7 ag, mcGAS inh, hcGAS lum
- O=C(O)[C@@H]1CSC(c2coc3ccccc3c2=O)N1 (stereo partly drawn)
 : -4, -4, -3
- CC(C)(CNC(=O)N1CCN(c2ncccn2)CC1)c1ccccc1F
 : -1, /, -3
- O=S(=O)(NCCc1ccccn1)N1CCc2ccccc2C1
 : 5, /, -18
- COCC1(C(=O)N2CCC(c3ncc[nH]3)CC2)CCC1
 : /, -7, -18
- CCOC(=O)c1c(NC(=O)C2CC2)c(-c2ccc3c(c2)OCO3)cn1C
 : 22, -4, -3
- CCCNc1nc(SC)nc2c1cnn2CCNC(=O)c1ccc(OC)cc1OC
 : /, -6, -5
- CCCC(O)CN(Cc1ccccc1)Cc1ccco1 (stereo not drawn)
 : 20, -7, -7
- CCCNC(=O)CN1CCN(c2ncnc3sc4c(c23)CCCC4)CC1
 : 8, 0, -11
- COc1ccccc1CCNC(=O)C(C1CCCC1)N1CCN(C(=O)c2cccc(Br)c2)CC1 (stereo not drawn)
 : 8, -4, -7
- CC1=C(Cn2nnc(C(=O)O)c2C)NC(c2ccc(C)cc2)O1 (stereo not drawn)
 : 2, /, 5
- CS(=O)(=O)c1cccc(C(=O)NCC2(O)CCNC2)c1 (stereo not drawn)
 : 4, /, -4
- Cc1ccc2c(c1)nc(-n1nc(C)cc1C)c1nncn12
 : 3, /, -6
- CCOCCn1c(=NC(=O)c2cccc(S(C)(=O)=O)c2)sc2cc(F)cc(F)c21
 : 1, /, -16
- COc1ccc(CCNC(=O)c2ccc(-c3cc(-c4cccc(OC)c4)n[nH]3)cc2)cc1
 : 26, -6, -4
- O=C(C1CC1)N1CCC(Oc2cccc(C(=O)N3C[C@H]4CC[C@H]3C4)c2)CC1
 : 6&5, /, -5&-4
- CC(=O)N(C)Cc1csc(COc2cc(C)cc(C)c2C)n1
 : 10, -6, -4
- Cc1c(C(=O)OCc2ccc(Cl)cc2)nnn1-c1ccccc1
 : 1, -6, -7
- S=C(NCc1cccs1)N1CCN(C(=S)NCc2cccs2)CC1
 : -1, /, -5
- Cc1cccc(CO[C@]2(C(=O)NCC3CCCO3)CC(OCc3ccc(F)cc3)[C@H](O)[C@H](O)C2)c1 (stereo partly drawn)
 : 3, -5, -4
- Cc1cnc(C(=O)N2CCOC(Cc3ccccc3)C2)cn1 (stereo not drawn)
 : 27, /, -4
- CCc1ccc(-c2nn(CC(=O)Nc3cccc(OC)c3)c(=O)c3nc(C)sc23)cc1
 : 3, -8, -1
- CCn1cc(C(=O)NCc2nc(C)cc(C(F)(F)F)n2)c(C)n1
 : 1, -11, 3
- CCc1c(C)nc(-c2cccc(C(F)(F)F)c2)nc1N1CCN(S(=O)(=O)c2c(C)cc(C)cc2C)CC1
 : 7, -1, 2
- COc1ccc2[nH]c3c(c2c1)CCN(C(=O)c1cc(C(C)(C)C)nn1Cc1ccccc1)C3c1ccc(-c2ccccc2C(F)(F)F)o1 (stereo not drawn)
 : 12, -10, -16
- Cc1ccc(-n2c(C)nnc2SCC(=O)N2CCCC(C)C2)cc1 (stereo not drawn)
 : 5, /, -5
- CC1=NC2=C(C(=O)CC(C)(C)C2)C(c2ccco2)C1C(=O)OC1CCCCC1 (stereo not drawn)
 : 4, -4, 1
- CCn1c(SCc2ncc(-c3ccc(F)cc3)o2)nnc1-c1ccncc1
 : -7, /, -6
- O=C(NCc1ccncc1)C(=O)NCC1OCCN1S(=O)(=O)c1cc(F)ccc1F (stereo not drawn)
 : -2, /, 1
- Cc1nn(-c2ncccn2)c2c1C(C(=O)c1ccc3c(c1)OCO3)CC(=O)N2 (stereo not drawn)
 : 2, /, -10
- CC1CN(CCCNC(=O)N(C)Cc2csc(Br)c2)CC(C)O1 (stereo not drawn)
 : 3, /, -10
- Cc1cc(NC(=O)/C=C/c2ccccc2OC(F)F)n(CCC#N)n1
 : 11, /, 3
- C=CCC1(CC=C)CCCN1C(=O)C(=O)N1CCOCC1
 : -5, /, -8
- O=C(Nc1ccc(Br)cc1)NC(Cc1ccccc1)C(=O)Nc1nnc(-c2ccc3c(c2)OCO3)s1 (stereo not drawn)
 : 1, 2, -7
- Cc1ccc(OCC(=O)NNC(=O)C2COc3ccccc3O2)cc1 (stereo not drawn)
 : -5, /, -4
- CCC(C)N(Cc1cc(NC(=O)COC)ccc1N(C)C)S(C)(=O)=O (stereo not drawn)
 : -1, -8, -8
- Cc1ccc(N=Nc2c(-c3ccccc3)[nH]n(-c3ccccc3)c2=O)cc1Br
 : -3, /, -1
- COc1ccc(N2CCN(C(=O)c3cc(-c4ccco4)nn3-c3ccccc3Cl)CC2)cc1
 : /, -5, -13
- Cc1cc2nc(NC(=O)C3(C)CCN(C)C3)[nH]c2cc1C (stereo not drawn)
 : -2, /, -4
- CN(CC(=O)NC1CCCCCC1)S(=O)(=O)c1ccc(F)cc1
 : -6, /, -4
- O=c1c(-c2ccc(Oc3ccccc3)cc2)[n+]([O-])c2ccccc2n1OCc1ccccn1
 : -14, /, 2
- COc1cc(Cl)ccc1C(=O)N1CCN(Cc2n[nH]c(C)n2)CC1
 : -1, /, -11
- Cc1ccc(Nc2ccc(N3CCN(C(=O)C4CCCCC4)CC3)nn2)cc1
 : -2, -7, -6
- CN1NC(c2ccccc2O)C2C(=O)N(Cc3ccccc3)C(=O)C21 (stereo not drawn)
 : 2, -8, -7
- Cc1cccnc1C(NC(=O)C1CCN(CCOc2ccc(F)cc2)CC1)c1ccc(Cl)cc1 (stereo not drawn)
 : 1, -1, -1
- CC(C)(C)c1cc(-n2ccnc2)n2ncc(-c3ccc(Cl)cc3)c2n1
 : 4, -6, -8

# Compounds above with a thiophene ring, fused or not:
# Order of values: NPYLR7 ag, mcGAS inh, hcGAS lum
- CCCNC(=O)CN1CCN(c2ncnc3sc4c(c23)CCCC4)CC1
 : 8, 0, -11
- S=C(NCc1cccs1)N1CCN(C(=S)NCc2cccs2)CC1
 : -1, /, -5
- CC1CN(CCCNC(=O)N(C)Cc2csc(Br)c2)CC(C)O1 (stereo not drawn)
 : 3, /, -10

# (further entries)
# Order of values: NPYLR7 ag, mcGAS inh, hcGAS lum
- CC(C)=CC(=O)N1CCC(c2nc(-c3cccnc3)no2)CC1
 : -4, -7, -6
- CSc1ccccc1CN1CCC(Cc2ccc(F)cc2)CC1
 : 2, -5, -2
- COc1ccc(C2CC(c3ccccc3Cl)=NN2C(=O)CN2CCC3(CC2)OCCO3)cc1 (stereo not drawn)
 : -2, -6, -6
- Cc1cccc(C(=O)Nc2cc(-c3ccccc3)nn2-c2cc(Cl)ccc2Cl)c1
 : -16, 2, -4
- CC[C@]12CCCN3CCc4c(n(c5ccccc45)C(=O)C1)[C@@H]32
 : -4, /, -7
- CCc1ccc(NC(=O)Cn2ncn3nc4c(c3c2=O)CCCC4)cc1
 : 4, -10, -4
- COc1ccccc1NC(=O)N(Cc1cccc(Cl)c1)CC1CC(c2ccccc2Cl)=NO1 (stereo not drawn)
 : 12, -6, -7
- Cc1nc2cc(C(=O)N3CCSCC3)ccc2n1C1CCS(=O)(=O)C1 (stereo not drawn)
 : 2, /, 3
- COCCCN(Cc1ccc(F)cc1)CC(O)c1ccccc1 (stereo not drawn)
 : 18, -6, -3
- COc1ccc(C2CC(=O)C3C(=Nc4ccccc4NC3c3cccc(O)c3)C2)cc1 (stereo not drawn)
 : -5, -4, 3
- CCCCNC(=O)c1ccc2nc(CC)c(N(C)C(=O)c3cccc(OC)c3)n2c1
 : 16, -1, -6
- Cn1cc(C2CC2C(=O)OCCc2ccccc2)cn1 (stereo not drawn)
 : 3, /, -7
- Cc1nn(Cc2ccccc2)c(C)c1CNC(=O)COc1cc(Cl)ccc1Cl
 : -5, -5, -2
- Cn1nnc2c(N(Cc3ccccc3)Cc3ccccc3)ncnc21
 : 10, /, -9
- CCCCC(=O)Oc1ccccc1C(=O)O
 : /, -5, -6

# The list continues.
molecule	NPYLR7 ag	mcGAS inh	hcGAS lum
O=C(NCCN1CCCCC1)c1cc2ccccc2s1	3	/	-11
CCN1C(=O)CC(CC(=O)N(C)Cc2nc3c(s2)CCCC3)(c2cccc(C(F)(F)F)c2)C1=O (stereo not drawn)	23	-12	-9
O=c1[nH]nc(SCc2ccc(F)cc2)n2nc(-c3ccc(F)cc3)cc12	0	-8	-3
N#CC1(c2ccc3c(c2)OCO3)CCCCCC1	2	/	-4
CC(C)(CO)CNc1nccn2ccnc12	-1	/	-17
Cn1c(=O)n2ncnc2c2c3c(sc21)CCCC3	5	/	0
CCN1CCN(C(=O)c2ccc(CSc3nnc(-c4cccs4)n3-c3cccc(Cl)c3)cc2)CC1	-13	-5	-2
N#CC1=C(NC(=O)CCl)N=C(SCc2ccccc2)C(C#N)C12CCCCC2 (stereo not drawn)	0	/	8
CSc1nn(CC(=O)Nc2ccccc2)c(N)c1-c1nc(-c2ccc3c(c2)OCO3)no1	9	-9	-3
COCCCn1c(C)c(C)n2c3c(=O)n(Cc4ccccc4)c(=O)n(C)c3nc12	1	/	-4
CCOC(=O)c1cccc(NC(=O)Cn2nc(SC)c(S(=O)(=O)c3ccc(C)cc3)c2N)c1	3	-8	-8
CC(C)N1CCC(C)(C(=O)Nc2cccc3nsnc23)C1 (stereo not drawn)	6	/	-13
Cn1c(=O)c2[nH]c(C3CCCC3)nc2n(C)c1=O	-8&-7	-5&-1	-3&4
CCc1c(C)nc2c(-c3ccc(Cl)cc3)c(COC)[nH]n2c1=O	-14	/	-3
CN(C)c1ncccc1CNC(=O)c1cccc(N2CCNC2=O)c1	1	1	-1
CCN(CCC#N)C(=O)c1cccc(S(=O)(=O)N(C)c2ccc(C)cc2)c1	2	/	-9
Cc1cc(C)cc(NC(=O)c2ncn(-c3ccccc3C)n2)c1	/	-3	-2
CC1C(=O)NN=C1C(=O)N=Nc1c(O)[nH]c2ccccc12 (stereo not drawn)	-7	9	4
Cc1ccc2c(c1)/C(=c1/sc3nc4ccccc4n3c1=O)C(=O)N2	-3	-6	-5
CC(C)(C)c1ccc(C(=O)N2CCN(C(C(=O)NCc3ccncc3)C3CCCC3)CC2)cc1 (stereo not drawn)	1	/	-2
CC1CCCCC1N1CN=C(NS(C)(=O)=O)NC1 (stereo not drawn)	2	-5	-4
Cc1nn(C)c(Cl)c1CNCC(C)(C)N1CCN(C)CC1	-2	/	2
COc1ccccc1C(CNC(=O)C1CCC1)NC(=O)C1CCC1 (stereo not drawn)	-2	/	-7
COc1ccc(-c2ccc(C)c(NC(=O)C3CC3)c2)nn1	2	/	-4
CCCCCCN(C(=O)c1cccc(F)c1)C(C)c1nc2ccccc2c(=O)n1-c1cccc(Cl)c1C (stereo not drawn)	0	-7	0
COc1ccc(C(C2Sc3nc(C)nn3C2=O)N2CCc3ccccc3C2)cc1 (stereo not drawn)	-1	/	-6
CC1ON=C(c2ccccn2)NC1=O (stereo not drawn)	2	/	-2
O=C(O)c1ccccc1N=Cc1nc(-c2ccc(Br)cc2)oc1O	-11	2	5
Cc1cccc(-n2c(C)nn(CN3CCN(c4ccccc4F)CC3)c2=S)c1	8&1	/	-13&-3
COc1cc2cc3c4cc(OC)c(OC)cc4cc[n+]3c(C)c2cc1OC	-2	2	-4&-4

# Reprinted from the part before: 3 entries, followed by the next part.
molecule	NPYLR7 ag	mcGAS inh	hcGAS lum
O=C(O)c1ccccc1N=Cc1nc(-c2ccc(Br)cc2)oc1O	-11	2	5
Cc1cccc(-n2c(C)nn(CN3CCN(c4ccccc4F)CC3)c2=S)c1	8&1	/	-13&-3
COc1cc2cc3c4cc(OC)c(OC)cc4cc[n+]3c(C)c2cc1OC	-2	2	-4&-4
CCc1nnc(-c2cc3ccccc3n2CC(=O)Nc2cccc(NC(C)=O)c2)o1	1	-10	-7
Cc1[nH]n(-c2nc(-c3cccc([N+](=O)[O-])c3)cs2)c(=O)c1N=Nc1ccccc1Cl	-8	-5	-2
O=C(CSc1ccc(-c2ccc(-n3cccn3)cc2)nn1)NCc1ccccc1	-6	-7	-9
Cc1noc(C(C)N2CCc3c(cccc3NC(=O)Nc3ccc(F)cc3)C2)n1 (stereo not drawn)	-16	-11	-6
COCCNc1nc(NCCO)c2cnn(C)c2n1	2	-7	-7
Cc1cc(C)n(-c2nc(C)c(C)c(=O)n2CC(=O)N2CCCc3ccccc32)n1	-4	-9	-13
CCOC(=O)c1ccc(-n2cc(O)c(C(=O)OCC)n2)cc1	-2	/	-5
CCN(CC)C(=O)CSc1nnc(-c2ccc(F)cc2)n1-c1ccccc1	7	-5	-6
CN(C1CCOCC1)C1CCN(C(=O)c2cnn(C)c2)CC1	/	0	3
Cc1cc(C)cc(N(CCC#N)C(=O)COC(=O)CC(C)NC(=O)c2ccccc2)c1 (stereo not drawn)	0	/	-6
CC(=O)c1ccc2c(c1)N(Cc1cccc(C(=O)NCCC(C)C)c1)C(=O)CO2	/	-5	-3
O=C(NC1CCN(c2ccccc2C(=O)NC2CC2)CC1)c1cccc(Cl)c1	-2	-4	-5
COC(=O)c1cc(Cl)cc(NC(=O)c2ncoc2C(C)C)c1	5	/	-10
O=C1OC(/C=C/c2ccc(Cl)cc2Cl)=NC/1=C/c1ccc2c(c1)OCO2	4	-3	-9
CC(=O)c1c(C)[nH]c(C(=O)CN2CCCC2c2cccs2)c1C (stereo not drawn)	7	/	-9
COc1ccc(CCNC(=O)Cc2csc(SCc3ccc(C)cc3)n2)cc1OC	/	-5	-1
COc1ccc2cc(CCNC(=O)c3cc4ccccc4o3)c(=O)[nH]c2c1	0	-7	-11
CC(C)N(C(C)C)C(C(=O)N(C)CC1OCCO1)c1ccccc1 (stereo not drawn)	0	-2	7

# Screens as filed in PubChem BioAssay.
